# EPAC2 ag = activates human EPAC2 exchange factor; Q8WZA2; EPAC2 activation, biochemical qHTS; response scale: 100% = 6.5 mM cAMP response; Potency, µM (doses to about 154 µM), inactives show at the highest dose activation, hits mostly activators; 360,000 compounds, 0.079% hits; also: potency is read from the fitted curve at half-maximal effect; nearly all actives have a fitted effect of over 50% in size
#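 Setup: EPAC2 100 nM, labeled Rap1B complex 250 nM, free GDP 50 uM. Compound titrations pinned in, brief spin, 5 min room temperature incubation. Kinetic fluorescence read over 30 min, normalized to 6.5 mM cAMP.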
# WRN helicase inh = blocks human WRN helicase | Potency, µM (doses to about 114 µM), for inactives: top-dose activity change, negative = inhibition, most hits filed as inhibitors | 360,000 compounds, 0.46% hits | WRN helicase unwinding, fluorescent forked duplex, kinetic | AID 651768 | Q14191; also: potency is read from the fitted curve at half-maximal effect; % is scaled to controls: 0 for no effect and ±100 for the full control effect; nearly all actives have a fitted effect of over 55% in size
#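 Primary qHTS, 1536-well format. 20 nM WRN + compound, 15 min RT; start with 100 nM forked fluorophore/quencher duplex, 2 mM ATP (final); kinetic read ex 525/em 598 nm.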
# PLK1 PBD block = blocks phosphopeptide binding to human PLK1 polo-box domain | Plk1 PBD binding of FITC phosphopeptide, fluorescence polarization | P53350 | 360,000 compounds, 2.8% hits | Potency, µM, without a hit: max response, negative = inhibition, hits mostly inhibitors; also: potency is read from the fitted curve at half-maximal effect; series mostly up to about 57 µM; % is scaled to controls: 0 for no effect and ±100 for the full control effect; nearly all actives have a fitted effect of over 65% in size
# EPAC1 antag = antagonists of human EPAC1. O95398. EPAC1 GEF assay, Rap1b-BODIPY-GDP exchange fluorescence. Potency, µM (doses to about 115 µM), for inactives: top-dose activity change, negative = inhibition, actives largely listed as inhibitors. 360,000 compounds, 0.14% hits;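 also: potency is read from the fitted curve at half-maximal effect; plate controls were vehicle for no effect and positive control for full effect; nearly all actives have a fitted effect of over 50% in size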
# Target sequence (O95398 whole entry, looked up): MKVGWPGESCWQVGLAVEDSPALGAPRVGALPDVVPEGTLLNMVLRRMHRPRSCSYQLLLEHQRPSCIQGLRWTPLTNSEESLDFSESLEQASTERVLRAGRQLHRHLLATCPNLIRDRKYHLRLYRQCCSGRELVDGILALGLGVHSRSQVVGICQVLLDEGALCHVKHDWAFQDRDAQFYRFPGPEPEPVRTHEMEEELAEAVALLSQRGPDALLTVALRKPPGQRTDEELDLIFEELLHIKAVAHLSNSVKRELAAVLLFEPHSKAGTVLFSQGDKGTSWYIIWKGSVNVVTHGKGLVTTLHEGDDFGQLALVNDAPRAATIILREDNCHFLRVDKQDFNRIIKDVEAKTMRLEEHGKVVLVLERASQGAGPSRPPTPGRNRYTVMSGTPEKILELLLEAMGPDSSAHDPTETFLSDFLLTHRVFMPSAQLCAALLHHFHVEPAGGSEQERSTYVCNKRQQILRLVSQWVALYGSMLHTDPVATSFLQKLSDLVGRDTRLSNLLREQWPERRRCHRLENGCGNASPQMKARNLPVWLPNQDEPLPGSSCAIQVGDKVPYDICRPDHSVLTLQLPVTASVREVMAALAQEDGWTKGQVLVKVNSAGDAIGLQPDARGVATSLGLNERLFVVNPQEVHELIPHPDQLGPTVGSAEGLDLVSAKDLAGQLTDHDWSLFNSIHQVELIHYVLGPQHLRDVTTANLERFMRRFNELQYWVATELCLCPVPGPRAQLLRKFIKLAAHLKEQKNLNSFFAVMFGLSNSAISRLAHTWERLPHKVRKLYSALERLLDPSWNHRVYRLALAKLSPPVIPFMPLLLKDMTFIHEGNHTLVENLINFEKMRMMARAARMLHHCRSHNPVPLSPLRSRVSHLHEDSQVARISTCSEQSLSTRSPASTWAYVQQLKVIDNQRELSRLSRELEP
# IL2 activator = activators of IL-2. 360,000 compounds, 0.065% hits. activation, % (series mostly up to about 46 µM). IL-2 activation reporter assay, cell-based qHTS; stimulated with anti-CD3/CD4/CD28 beads; in transgenic mouse T cells; in the data active = activation above about 50%; inconclusive = mostly about 30% to 49%; also: 0% is about no effect
#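 First, unstimulated transgenic mouse T cells were exposed to compound for 60 min. Next, anti-CD3/anti-CD4-coated beads with anti-CD28 were added. Finally, after 18 h at 37 degrees C, EGFP and DsRed were imaged.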
# PI5P4Ka inh = PI5P4K alpha (human) kinase inhibition | P48426 | PI5P4Kalpha enzyme, ADP-Glo luminescence, 60 min; stronger effect = lower value | max response, % | 330,000 compounds, 1.2% hits | AID 652105; active = max response of -50% or lower; inconclusive = between -30% and -50%; inactive = -30% or higher; also: value at the top dose of about 77 µM; % is scaled to controls: 0 for no effect and ±100 for the full control effect
#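 qHTS, 1536-well: enzyme/substrate mix, compound by pin tool, 5 microM ATP final; RT 60 min; ADP-Glo reagents 1 (45 min) then 2 (30 min); luminescence.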
# EPAC1 ag = activates human EPAC1 exchange factor | EPAC1 agonist qHTS, biochemical assay; response scale: 100% = response to 6.5 mM cAMP | O95398 | Potency, µM (highest dose often 154 µM), for the others: at the top dose activation, most hits filed as activators | 360,000 compounds, 0.073% hits; also: potency is read from the fitted curve at half-maximal effect; nearly all actives have a fitted effect of over 60% in size
#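 Compounds were pinned as a concentration titration into mixtures of EPAC1 (100 nM), BODIPY-GDP-loaded Rap1B (250 nM) and GDP (50 uM). After 5 min at room temperature, fluorescence was followed for 30 min; activity was scaled to 6.5 mM cAMP.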
# CCT modulator = cytosolic chaperonin activity modulation. purified chaperonin ATPase assay, HTRF ADP detection, 30 min. activity change, % (no concentration beside the values), hits read low. 360,000 compounds, 0.3% hits; in the data active = activity change below about -30%; also: % is scaled to controls: 0 for no effect and ±100 for the full control effect
#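 TRiC at 40 or 20 nM final (batch-dependent) in 30 mM Tris pH 7.4, 100 mM KCl, 5 mM MgCl2, 1 mM DTT, with compound at single 76 uM and 10 uM ATP, 30 min at 37 deg C. ADP detected by HTRF Transcreener, 665/615 ratio.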
# Starred values were filed as active, the others as inactive; ? = inconclusive; nt = no result given; [ ] = dose if it differs, or a comment. Unless noted, calls follow the shape of the dose curve; as a rule, active = well fitted curve in the direction sought with a large enough effect; inconclusive = small, poorly fitted or top-dose-only effect, or another doubt; inactive = no such curve, though single readings can be large; an effect the other way counts as inactive or inconclusive. This is a subset; the hit share may differ from the screen's.
SMILES,EPAC2 ag,WRN helicase inh,PLK1 PBD block,EPAC1 antag,IL2 activator,PI5P4Ka inh,EPAC1 ag,CCT modulator
CC(C)NC(=O)C1CCCN(S(=O)(=O)c2cccc3nonc23)C1 (stereo not given),13%,7%,-19%,6%,-0.3,0,6%,-2.6
O=C(CN1CCN(S(=O)(=O)c2ccc3ccccc3c2)CC1)NC(=O)NC1CCCCC1,9%,-5%[57.1 µM],-4%,-1%,-2.3,6,10%,-0.8
Cc1scc(C(=O)N/N=C/c2ccc(OC(C)C)cc2)c1C,7%,-2%,-5%,-1%,1.2,2,1%,-1.9
COCCn1c(C)cc(/C=N/NC(=O)c2cc3ccccc3cc2O)c1C,-4%,-22%,2%,-4%,-3.7,-29,-14%,-2.3
O=c1[nH]ncn1-c1cccc(C(F)(F)F)c1,-8%,18%,-2%,4%,-0.5,0,3%,-1.3
Cc1c(NC(=O)C2CCCCC2)cc(C(=O)N2CCOCC2)cc1[N+](=O)[O-],-3%,2%,-4%,4%,-1.4,-9,1%,-2.3
CCN(CC)S(=O)(=O)c1cccc(C(=O)Nc2cc3oc4ccccc4c3cc2OC)c1,-2%,8%,4%,-3%,0.9,21,-4%,1.2
O=C(COc1ccc(Br)cc1)Nc1ccc(Cc2ccncc2)cc1,3%,-5%,2%,?,0.3,-1,-6%,-1.4
O=C(C1CCN(S(=O)(=O)c2ccc(Br)cc2)CC1)N1CCOCC1,4%,3%,4%,10%,1.3,-1,-9%,0.1
CC1=C(C(=O)N2CCCC(N3CCN(c4ccccc4C)CC3)C2)OCCO1 (stereo not given),4%,2%[57.1 µM],1%,9%,-1.2,-2,-12%,-2.7
COc1cccc(/C=C/C(=O)NNC(=O)c2ccncc2)c1,-1%,-3%,-2%,-4%,-0.7,1,-7%,-2.1
CCc1cccc(C)c1NC(=O)Cn1c(NCCO)nc2ccccc21,0%,-30%[57.1 µM],3%,4%,0.7,0,-7%,-4.6
COc1ccc(C(=O)OCC(=O)Nc2ccc(N3CCOCC3)cc2)cc1,12%,3%,0%,-10%,1.0,0,-6%,-8.4
COC(=O)[C@]1(C)N[C@H](CN(C)C(=O)c2ccc(F)cc2)[C@@H]2C(=O)N(C)C(=O)[C@@H]21,9%,-2%,-13%,-2%,0.3,-1,1%,-1.6
O=C(CNC1CCCCCC1)Nc1ccc(S(=O)(=O)NC2CC2)cc1,5%,-10%[57.1 µM],2%,6%,-2.5,nt,-5%,0.5
COC(=O)C1=C(CN2CCN(C)CC2)NC(=O)NC1c1cc(C)ccc1C (stereo not given),3%,-2%,0%,12%,-1.7,2,-6%,0.6
CCC1=Nc2cc(C(=O)N3CCCCC3)ccc2Sc2ccc(C)cc21,21%,-2%,-12%,4%,1.6,-7,-1%,-0.5
COC(=O)c1cc(C(=O)Nc2cc(C)ccn2)cc([N+](=O)[O-])c1,6%,0%,-10%,-8%,-0.2,2,-3%,-1.4
CCOc1ccc2nc(NCCNC(=O)CC)c(C#N)cc2c1,-2%,0%,?,-24%,0.4,nt,-1%,-1.1
CC1(C)CC(=O)C2=C(C1)N(C1CCCCC1)C(=O)C2(O)C(F)(F)F (stereo not given),6%,-12%,0%,5%,0.6,3,1%,2.2
CCCC[C@@H]1CNC(=S)N1CCc1cccc(F)c1,-4%,-2%,-15%,?,-0.4,1,-9%,1.0
C/C(=N\Nc1ccccc1)c1cccs1,7%,-3%,-13%,2%,-1.5,-26,-4%,1.4
CC(C)c1cc(C(=O)Nc2cc(Br)ccc2O)no1,10%,-3%,3%,9%,-0.8,nt,1%,-1.9
Cc1cc(Nc2cccc(Cl)c2)nc(N2CCOCC2)n1,6%,-5%,0%,5%,-1.8,-6,-2%,-0.4
CCc1ccc(C(=O)N2CCCC2)s1,2%,-1%,-8%,19%,0.0,nt,0%,-4.1

# The last two compounds of the section above are carried over, then new ones follow.
SMILES,EPAC2 ag,WRN helicase inh,PLK1 PBD block,EPAC1 antag,IL2 activator,PI5P4Ka inh,EPAC1 ag,CCT modulator
Cc1cc(Nc2cccc(Cl)c2)nc(N2CCOCC2)n1,6%,-5%,0%,5%,-1.8,-6,-2%,-0.4
CCc1ccc(C(=O)N2CCCC2)s1,2%,-1%,-8%,19%,0.0,nt,0%,-4.1
CCc1nnc(NC(=O)CCC(=O)N2CCC(Cc3ccccc3)CC2)s1,-6%,6%,2%,4%,-3.2,-4,-2%,-0.8
Cc1cccc(C2c3c(n(C)c(=O)n(C)c3=O)N=C3c4ccccc4C(=O)C32)c1 (stereo not given),2%,2%,?,-25%,0.2,0,2%,-4.6
CCCN1C2CCCC1CC(NC(=S)Nc1cc(C)cc(C)c1)C2 (stereo not given),9%,1%,-10%,-26%,0.1,-4,0%,-0.5
CC(=O)Nc1cccc(C(=O)Nc2ccccc2C(=O)O)c1,-3%,-11%,?,0%,0.1,-25,1%,-1.8
Cc1ccc(S(C)(=O)=NS(=O)(=O)c2cccc3nsnc23)cc1 (stereo not given),11%,-8%,-15%,-18%,0.0,5,8%,-0.4
Cc1ccc(N2CCN(c3ccc([N+](=O)[O-])cn3)CC2)c(C)c1,10%,-1%,-11%,-9%,-0.5,5,-4%,-3.0
CC1C2CC(CC1(C)C)N(C(=O)Nc1ccc3nccnc3c1)C2 (stereo not given),4%,-27%,-7%,7%,-0.5,2,-5%,2.0
Cn1cc(CN2CCC(C(O)CCc3ccccc3)CC2)c(-c2ccccc2F)n1 (stereo not given),-1%,3%,-5%,8%,-2.7,-4,3%,1.5
CCOC(=O)C1(CC2CCCCO2)CCN(Cc2c(C)cc(C)cc2-n2cccn2)CC1 (stereo not given),3%,0%,-12%,-1%,0.5,-4,-4%,-0.2
COc1ccc(S(=O)(=O)N(C)c2ccc(C(=O)N3CCC(C(N)=O)CC3)cc2)cc1,4%,0%,-8%,-8%,0.0,1,4%,-1.7
C[C@@H]1CCC[C@]2(O[C@@H](CCO)C[C@H](O)[C@H]2O)O1,12%,-2%,-20%,-3%,0.1,1,-17%,7.4
c1ccc(CSc2ncnc3c2cnn3Cc2ccccc2)cc1,9%,-13%,1%,-2%,-2.4,17,8%,0.8
COc1ccc(S(=O)(=O)NC(C)C(=O)NCc2cccnc2)cc1Cl (stereo not given),5%,5%,1%,12%,-0.5,-3,7%,1.6
COc1ccc(C(=O)N2CCN(c3ccccc3OC)CC2)cc1,16%,2%,-12%,?,0.5,2,-3%,0.5
COC(=O)CSc1ncnc2c1sc1nc(N3CCOCC3)c3c(c12)CCCC3,-2%,-4%,0%,0%,-1.1,-2,3%,-1.7
CSc1ccc(/C=N/NC(=O)c2cccc(O)c2)cc1,-5%,-4%,-18%,5%,-1.1,1,8%,-1.8
Cc1cc(NC(=O)CSc2nc(=O)n(CCN(C)C)c3c2CCCC3)no1,0%,9%,-2%,12%,-1.0,-2,-9%,0.0
CC(Nc1nc(-c2cccnc2)nc2ccccc12)c1ccccc1 (stereo not given),26%,-1%,1%,0%,-0.7,-4,16%,-0.1
NC(Cc1ccc(C(F)(F)F)cc1)c1csc(Nc2nccc(C(F)(F)F)n2)n1 (stereo not given),-13%,-4%[57.1 µM],2%,-27%,-0.8,-1,-13%,1.0
Cc1cnc(C(=O)OCC(=O)c2ccccc2)cn1,2%,4%,-10%,-13%,1.8,-8,14%,-0.1
CCCCOc1ccc(C(=O)NCc2ccncc2)cc1,-1%,6%,-3%,8%,6.8,nt,-11%,0.7
O=C(Oc1ccc(OC(=O)c2ccco2)c(S(=O)(=O)c2ccc(Cl)cc2)c1)c1ccco1,7%,9%,-11%,-20%,0.3,0,14%,0.6
Cc1ccc(C)c2nc3sc(C(=O)O)cc3cc12,-5%,-5%,-13%,-1%,0.1,-4,3%,-0.2
CC(NC(=O)Nc1ccccc1)C(c1cccs1)N1CCOCC1 (stereo not given),17%,-2%,4%,5%,-1.5,0,-3%,0.7
O=C(CN1N=C(c2ccc(Cl)cc2)CCC1=O)NCc1cccnc1,4%,-3%,1%,11%,-2.4,1,-5%,0.9
SMILES,EPAC2 ag,WRN helicase inh,PLK1 PBD block,EPAC1 antag,IL2 activator,PI5P4Ka inh,EPAC1 ag,CCT modulator
CC(=O)NCc1ccc(S(=O)(=O)N2CCCN(C)CC2)cc1,-2%,-34%,3.8µM*,3%,-0.1,-23,12%,0.7
Cc1ccc(Nc2nc(CSc3nnc(-c4ccccc4C)n3C)cs2)cc1,2%,-19%,-13%,-13%,-0.1,1,4%,-2.2
CCOC(=O)c1cnc(-n2nc(C)cc2C)nc1Oc1ccccc1F,-4%,-27%,-1%,13%,-0.9,2,-2%,0.6
Cc1ccc(S(=O)(=O)/N=C2/NC(=O)/C(=C/c3cccnc3)S2)cc1,12%,?,-17%,6%,0.3,?,-5%,-1.1
c1coc(CN(Cc2ccco2)c2ncnc3c2oc2ccccc23)c1,6%,-11%[11.6 µM],-10%,7%,-4.7,1,10%,0.3
Cc1ccc(S(=O)(=O)NC(CC(=O)O)c2cccs2)cc1 (stereo not given),1%,-2%,-7%,-1%,-1.7,-1,9%,-0.6
CCc1ccc(NC(=O)CSc2nnc(Cn3c(=O)sc4ccccc43)n2C)cc1,7%,-4%,-4%,-18%,-2.9,5,1%,-2.2
CCCCOc1ccccc1NC(=O)c1scc2c1OCCO2,10%,-21%,-9%,-27%,-2.2,20,-19%,0.3
O=C(NCCNC(=O)c1cnccn1)c1ccc(Cl)c(Cl)c1,14%,-2%,-15%,-20%,-3.9,-20,3%,-1.1
OC(c1ccc(F)cc1)c1ncc(-c2cccc3ccccc23)[nH]1 (stereo not given),7%,-4%,-4%,-14%,5.4,2,0%,-0.1
c1ccc(CCCc2nc(-c3cccnc3)no2)cc1,3%,1%,-5%,4%,-2.2,6,6%,-2.0
Cc1ccc(CC(=O)Nc2cccc(C#N)c2)cc1,7%,-35%,-15%,-3%,-5.9,5,-3%,-2.5
CCOc1ccc(CCNC(=O)C2CCCN(S(=O)(=O)N3CCOCC3)C2)cc1OCC (stereo not given),-2%,0%,3%,4%,-1.1,0,0%,-0.4
Cc1c(CN2CCC(C(=O)Nc3cccc(-c4cccc(Cl)c4)c3)CC2)cnn1C,14%,8%,-20%,-9%,1.3,5,-3%,-0.1

# A portion from further up:
SMILES,EPAC2 ag,WRN helicase inh,PLK1 PBD block,EPAC1 antag,IL2 activator,PI5P4Ka inh,EPAC1 ag,CCT modulator
Cc1ccc(CC(=O)Nc2cccc(C#N)c2)cc1,7%,-35%,-15%,-3%,-5.9,5,-3%,-2.5
CCOc1ccc(CCNC(=O)C2CCCN(S(=O)(=O)N3CCOCC3)C2)cc1OCC (stereo not given),-2%,0%,3%,4%,-1.1,0,0%,-0.4
Cc1c(CN2CCC(C(=O)Nc3cccc(-c4cccc(Cl)c4)c3)CC2)cnn1C,14%,8%,-20%,-9%,1.3,5,-3%,-0.1

# Screening results: PubChem, National Center for Advancing Translational Sciences (NCATS)
